# Assay outcomes: PubChem BioAssay, Broad Institute
# BL2 CD40 inh: inhibitors of CD40-induced NF-kB signaling, primary screen, BL2 cells, luciferase reporter, single point. actives 0.94% (n = 83,000). CD40L-induced, 4 h. inhibition, % at 10 µM. AID 1053188, 2014;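 active means mean inhibition of at least 50% with a set share of replicates also reaching that level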;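 further: 0% = neutral control wells and 100% = IKK inhibitor VII at 50 µM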
# * = called active by the depositor; & = joins results of further samples; [ ] = another dose, or the depositor's remark.
BL2 CD40 inh,SMILES
2.3,CCCCNC(=O)C1(C)CCCCN1C(=O)c1ccno1 (stereo not drawn)
-1.7,CN1C(=O)c2cc(NC(=O)C3CCOCC3)ccc2OC[C@@H]2O[C@@H](CC(=O)NCC3CC3)CC[C@H]21
0.0,CCn1cc(C(=O)N2CCCC(C(=O)c3ccc4ccccc4c3)C2)cn1 (stereo not drawn)
-4.1[25 µM],COCC#Cc1ccc([C@H]2[C@H]3CN(Cc4cccnc4)CCCCN3[C@H]2CO)cc1
-5.6,O=[N+]([O-])c1cccc(-c2nnc(SCc3cccnc3)o2)c1
-32.6,O=C(CSc1n[nH]c(-c2cccs2)n1)N1CCCCC1
16.5,CCc1noc(C)c1C(=O)Oc1ccc(N(C)S(=O)(=O)c2ccccc2)cc1
-2.0,CCCCOc1ccc(C(=O)NCC(=O)NCC(c2ccc(OC)cc2)N2CCCC2)cc1 (stereo not drawn)
-117.0,CCCc1nc(-c2ccc(-c3ccc(F)cc3)cc2)no1
-6.5,CN(CC(=O)Nc1cccc(F)c1)C(=O)CCc1nc2sc3c(c2c(=O)[nH]1)CCCC3
-9.9[25 µM],COc1ccc2c3c(n(C)c2c1)[C@@H](CO)N(Cc1cccnc1)CC31CN(C(=O)c2cccnc2)C1
-1.0,COc1cccc(NC(=O)C[C@@H]2CC[C@H]3[C@@H](COc4ccc(NC(=O)C5CCCC5)cc4C(=O)N3C)O2)c1
7.0,O=C(Nc1cccs1)N1CCN(c2ncccn2)CC1
4.8,NC(=O)c1c(N)sc2c1CCC2
-22.8,S=C1SCN(CCc2ccccc2)CN1CCc1ccccc1
-3.5[25 µM],N#C[C@@H]1[C@H](c2ccccc2-c2cccc(F)c2)[C@@H](CO)N1C(=O)c1cccnc1
9.5,O=C(Nc1cccnc1)c1ccc2nc(-c3ccccc3)c(-c3ccccc3)nc2c1
9.1,Cn1ncc2nnn(-c3ccccc3)c(=O)c21
3.7,CC1CCCN(C(=O)CSc2nnc(-c3cccnc3)n2C2CCCCC2)C1 (stereo not drawn)
1.6,Cc1cc(Br)ccc1SCC(=O)Nc1cccnc1
-5.8,COc1cc(-c2nnc(COC(=O)c3cccn3C)o2)cc(OC)c1OC
-7.5,COC(=O)c1ccc(CN2C(=O)c3ccccc3S2(=O)=O)cc1
-4.6,Cc1ccc(-c2ccc(C3[C@H]4CNC[C@@H]3N4Cc3ccccc3F)cc2)cc1 (stereo partly drawn)
-2.1[25 µM],CN1c2ccc(Br)cc2[C@H]2[C@H](CCN2C(=O)Nc2ccccc2F)[C@H]1CO
-2.9[25 µM],Cc1ccc(S(=O)(=O)Nc2ccc3c(c2)C(=O)N(C)[C@@H]2CC[C@H](CC(=O)NCCc4ccncc4)O[C@H]2CO3)cc1
-6.6,CC(OC(=O)c1cc2c(s1)CCCCC2)C(=O)NC(N)=O (stereo not drawn)
-0.1,Cc1cc2ncc(S(=O)(=O)c3ccccc3)c(N)n2n1
-4.5,O=C(Nc1ccccn1)c1cccc(S(=O)(=O)N2CCCCC2)c1
-6.5,O=C(Nc1ccccc1)N(CCCN1CCOCC1)Cc1ccccc1F
-6.7,COc1ccc(OC)c2sc(N3CCN(c4ccccc4)CC3)nc12
15.8,O=C1CSC(c2cn(-c3ccccc3)nc2-c2ccccc2)N1Cc1ccco1 (stereo not drawn)
11.9,Cc1ccc(S(=O)(=O)N2CCC(C(=O)N3CCc4ccccc43)CC2)cc1C
-14.3[25 µM],C[C@H]1CN([C@@H](C)CO)C(=O)c2cc(C#Cc3ccccn3)cnc2O[C@@H]1CN(C)Cc1cncnc1
-60.8,O=C(Nc1ccccc1)N1CC=C(c2ccc(F)cc2)CC1
-10.8,CCCCCN(C(=O)CCC(=O)OCC(=O)c1c(C)cc(C)cc1C)c1c(N)n(CCCC)c(=O)[nH]c1=O
9.3,O=C(CN1C(=O)NC2(CCCCCC2)C1=O)N1CCN(S(=O)(=O)c2ccccc2)CC1
-11.8,O=[N+]([O-])c1cccc2c1ccc1ncccc12
-20.0,O=C(NCCCN1CCCCC1)c1ccc2c(=O)n(CCc3ccccc3)c(=O)[nH]c2c1
-25.4,O=C(Cc1cccs1)NNC(=O)c1ccccc1Cl
-3.0,Cc1cc(-n2cnnn2)cc(C)c1S(=O)(=O)NCCOc1ccccc1
-0.3[25 µM],C[C@@H]1CN([C@H](C)CO)C(=O)c2cc(-c3cccnc3)cnc2O[C@H]1CN(C)C(=O)Nc1ccccc1
9.0,COCCNC(=O)C1(C)CCCN(C(=O)c2cc(C)oc2C)C1 (stereo not drawn)
8.9,CCOC(=O)c1c(NCCN(C)C)c2ccccc2[nH]c1=O
-11.2[25 µM],CN1C(=O)c2cc(NS(C)(=O)=O)ccc2OC[C@H]2O[C@@H](CC(=O)N3CCOCC3)CC[C@@H]21
-13.1,O=C(CCCCCN1C(=O)c2cccc3cccc(c23)C1=O)NC1CCS(=O)(=O)C1 (stereo not drawn)
0.8[25 µM],COc1ccc(CN2CC3(CN(C(C)=O)C3)c3c(n(C)c4cc(OC)ccc34)[C@H]2CO)cc1
0.7,Cc1n[nH]c(=O)c2c(NC(=O)COC(=O)c3cc(F)cc(F)c3)oc(C)c12
11.0[25 µM],O=C(Nc1cccc(F)c1)N1CCCCN2[C@H](CO)[C@@H](c3ccc(C#Cc4cccnc4)cc3)[C@H]2C1
11.1,O=C(NC(c1ccccc1)c1ccccc1)N1CCN(CCO)CC1
2.7,CCOC(=O)CCc1c(C)nc2c(c(C)nn2C(C)(C)C)c1C
-17.7,CCC(=O)N1[C@H](CO)[C@@H](c2ccc(C3=CCCCC3)cc2)[C@@H]1CN(C)C(C)=O
4.1[25 µM],CO[C@@H]1CN(C)C(=O)c2cc(NC(=O)C3CCCCC3)ccc2OC[C@@H](C)N(Cc2cccnc2)C[C@H]1C
9.8,CNC(=O)Nc1ccc(S(N)(=O)=O)cc1
-14.2[25 µM],O=C(C[C@H]1C[C@@H]2c3cc(NC(=O)c4ccc5c(c4)OCO5)ccc3O[C@@H]2[C@H](CO)O1)NCC(F)(F)F
97.7*,O=C(NC1=CC(=O)c2ccccc2C1=O)c1ccccc1
9.2,COc1cccc2c(C)c(C(=O)O)[nH]c12
-1.7,CC(=O)N1CCN(CC(=O)Nc2cc(S(=O)(=O)N3CCCCC3)ccc2C)CC1
1.2&-1.3&4.0,Fc1ccc(CN2[C@@H]3CN(CC(F)(F)F)C[C@H]2C3c2ccccc2)cc1 (stereo partly drawn)
6.0[25 µM],CO[C@H]1CN(C)C(=O)c2cc(NC(=O)Cc3ccccc3)ccc2OC[C@@H](C)N(C(=O)c2ccccc2F)C[C@@H]1C
-9.4,N#Cc1nc(-c2ccccc2)oc1NCCN1CCCCC1

# 2 of these compounds in another layout:
CCC(=O)N1[C@H](CO)[C@@H](c2ccc(C3=CCCCC3)cc2)[C@@H]1CN(C)C(C)=O
  BL2 CD40 inh: -17.7
O=C(NCCCN1CCCCC1)c1ccc2c(=O)n(CCc3ccccc3)c(=O)[nH]c2c1
  BL2 CD40 inh: -20.0

# Single values from the list.
# Result of `CN1C(=O)c2cc(NS(C)(=O)=O)ccc2OC[C@H]2O[C@@H](CC(=O)N3CCOCC3)CC[C@@H]21` under BL2 CD40 inh: -11.2[25 µM]
# Result of `COc1cccc2c(C)c(C(=O)O)[nH]c12` under BL2 CD40 inh: 9.2
# Result of `N#Cc1nc(-c2ccccc2)oc1NCCN1CCCCC1` under BL2 CD40 inh: -9.4
# Result of `Cc1ccc(S(=O)(=O)N2CCC(C(=O)N3CCc4ccccc43)CC2)cc1C` under BL2 CD40 inh: 11.9

# Already shown: two of the compounds above.
BL2 CD40 inh,SMILES
6.0[25 µM],CO[C@H]1CN(C)C(=O)c2cc(NC(=O)Cc3ccccc3)ccc2OC[C@@H](C)N(C(=O)c2ccccc2F)C[C@@H]1C
-9.4,N#Cc1nc(-c2ccccc2)oc1NCCN1CCCCC1

# Next records
BL2 CD40 inh,SMILES
15.3,COCC(C)n1c(C)cc(C(=O)COC(=O)c2nn(C)c(=O)c3ccccc23)c1C (stereo not drawn)
-4.9,CCN(CC)S(=O)(=O)c1ccc(N)cc1
-5.7,COc1ccc(OC)c(NC(=O)c2ccc(-c3cccs3)cc2)c1
8.0[25 µM],CC(C)CC#Cc1ccc([C@H]2[C@@H](CO)N3CCCCN(C(=O)Nc4ccccc4)C[C@@H]23)cc1
-45.7,O=C(Cc1cn2ccsc2n1)OCc1ccccc1
-57.5,COc1ccc(CC(=O)Nc2ccc(-c3cn4ccccc4n3)cc2)cc1
-24.3,O=C(NCC[C@@H]1CC[C@@H](NS(=O)(=O)c2ccc(F)cc2)[C@@H](CO)O1)Nc1ccc(Cl)cc1
-8.9[25 µM],COc1ccc(CNC(=O)C[C@H]2CC[C@@H](NC(=O)CN(C)C)[C@H](CO)O2)cc1
7.3,O=c1c2cn[nH]c2[nH]c(=S)n1-c1ccccc1Cl
10.1,CN(C(=O)c1ccccn1)C1(C(=O)NC2CCCCC2)CCCCC1
14.6,O=C(Cc1ccc(F)cc1)Nc1cc(S(=O)(=O)N2CCOCC2)ccc1N1CCCCC1
-41.7,Clc1ccc2oc(SCc3cccnc3)nc2c1
-5.4,CC(=O)c1c(C)[nH]c(C(=O)OCC(=O)N(C)C)c1C
6.6&-0.7,O=C(Cc1cc(=O)[nH][nH]1)N/N=C/c1c(Cl)cccc1Cl
7.8,CCC(C)[C@H](NC(=O)NCc1cccc(OC)c1)C(=O)O (stereo partly drawn)
7.9,CCOC(=O)c1cnc2ccc(C(=O)OC)cc2c1NCc1ccco1
6.0,O=[N+]([O-])c1cc(S(=O)(=O)NC2=NCCCCC2)ccc1NCC1CCCCC1
-7.8[25 µM],O=C(NCCN1CCCC1)[C@H]1[C@H](CO)[C@H]2Cn3c(cccc3=O)[C@@H]1N2C(=O)c1ccccc1
4.9,CC(=O)c1c(NC(=O)c2ccccc2)[nH]c(-c2ccccc2)nc1=S
7.0,Cc1noc(C)c1C(=O)NC(C)c1ccc2c(c1)OCO2 (stereo not drawn)
6.7,S=C(NC1CC2CCC1C2)N1CCN(c2cccc(Cl)c2)CC1 (stereo not drawn)
-10.1,O=C(N/N=C/c1ccco1)c1cccc(NC(=O)c2ccccc2Cl)c1
-20.7[25 µM],N#C[C@@H]1N[C@@H](CO)[C@@H]1c1ccc(C#Cc2ccc(F)cc2)cc1
-6.3,COc1cccc(-c2ccc3c(c2)[C@H]2[C@H](CCN2C(=O)C2CCCC2)[C@@H](CO)N3)c1
-10.0,Cc1nc2[nH]c(=O)n(O)c(=O)c2s1
3.1,O=C(COC(=O)c1cnccn1)Nc1ccc2c(c1)OCO2
16.7,O=C(Nc1cccnc1)C1CCCN1S(=O)(=O)c1ccc(Cl)c(Cl)c1 (stereo not drawn)
1.3,NC(=O)CC1(c2ccccc2)CCCCC1
-52.7,CSc1nc2ccc(NC(=O)CS(=O)(=O)c3ccccc3)cc2s1
-8.4,CC1CCCCC1NC(=O)c1c(O)nc2ccccn2c1=O (stereo not drawn)
-1.5,COc1cc(OC)c(C(=O)Oc2ccc3c(c2)OCO3)cc1OC
-0.7,CC(Sc1nnc(-c2cccnc2)o1)C(=O)NC1CCCC1 (stereo not drawn)
3.6,COc1ccc(C(=O)O)cc1S(=O)(=O)N(C)C
-14.3[25 µM],C[C@H]1CN([C@@H](C)CO)C(=O)c2ccccc2-c2ccccc2CO[C@H]1CN(C)S(=O)(=O)c1cn(C)cn1
-2.2,CN(CCc1cn[nH]c1)Cc1nc(C(c2ccccc2)c2ccccc2)no1
5.7,CCN(CC)S(=O)(=O)c1cc(Cl)ccc1OC
3.3,Cc1ccccc1OCC(=O)NCCC(=O)O
9.9,CCNC(=O)C(Cc1ccccc1)NC(=O)OCc1ccccc1 (stereo not drawn)
-4.1,Cn1cc(C(N)=O)c2ccccc21
10.3,CC1CC(C)CN(S(=O)(=O)N2CCCC(C(=O)NC3CCCCC3)C2)C1 (stereo not drawn)
22.9,O=C(CSc1nnnn1C1CC1)Nc1cc(S(=O)(=O)N2CCCC2)ccc1Cl
-13.8,COc1ccc(C(=O)OCCOc2ccccc2C(C)=O)c(O)c1
0.4,CCCN(C(=O)c1cc(Cl)nc2ccccc12)C1CCS(=O)(=O)C1 (stereo not drawn)
1.1,COc1ccc2[nH]c(=O)c(CN(Cc3cccnc3)C(=S)NCC3CCCO3)cc2c1 (stereo not drawn)
2.2,COc1cc(OC)cc(OCC(O)Cn2cnc(-c3ccccc3)c2)c1 (stereo not drawn)
3.1,N#C[C@H]1[C@@H](c2ccc(-c3ccccc3F)cc2)[C@@H](CO)N1C(=O)C1CC1
-38.5,C(=NOCCc1ccccc1)c1cccnc1
19.1,CCCCCn1c(N2CCN(Cc3ccccc3)CC2)nc2c1c(=O)[nH]c(=O)n2C
-7.7,O=C(c1cccs1)N1CCC(c2nc3ccccc3s2)CC1
25.2,CCOC(=O)c1nnn(-c2nonc2-n2cccc2)c1CN1CCCCC1
2.3,O=C(O)CCC(=O)N1CCOc2ccc(Cl)cc21
11.9[25 µM],C[C@H](CO)N1C[C@H](C)[C@H](CN(C)C(=O)c2ccccc2)Oc2cc(-c3cccc(C#N)c3)ccc2S1(=O)=O
-1.1,Cc1cc(C)n(CC(O)CN2C(=O)NC(C)(C)C2=O)n1 (stereo not drawn)
-44.3,COc1ccc(-c2coc3c(CN4CCOCC4)c(O)ccc3c2=O)cc1
0.6,O=C(CCCc1nc(-c2ccccc2)no1)NCc1cccnc1
6.1,Cc1cc(Cl)cc(C)c1OCC(=O)O
7.2,CC(CNC(=O)CCc1ccccc1)NC(=O)CCc1ccccc1 (stereo not drawn)
11.3,CN(c1ccccc1)S(=O)(=O)c1cccc(NC(=O)Cn2cnc3ccccc3c2=O)c1
13.5,O=C(c1ccccc1Nc1ccc(SC(F)F)cc1)N1CCCCC1
-2.2,O=C(CCc1ccccc1)NCC1(c2ccccc2)CCCC1
-1.1,COc1ccc(C(=O)NCC(=O)NCC2COc3ccccc3O2)cc1 (stereo not drawn)
18.3,Cc1ccc(C)c2[nH]c(=O)c(CN(Cc3ccco3)C(=S)NCC3CCCO3)cc12 (stereo not drawn)
13.9[25 µM],CN1C(=O)c2cc(NC(=O)NCc3ccccc3)ccc2OC[C@H]2O[C@@H](CC(=O)NCC3CCCCC3)CC[C@@H]21

# BL2 CD40 inh: hit marks shown above.
BL2 CD40 inh,SMILES
97.7*,O=C(NC1=CC(=O)c2ccccc2C1=O)c1ccccc1

# These rows are one share of the data (hit frequency here may not be typical).
